HBB splicing: alters splicing of the hemoglobin beta chain. HBB splicing reporter cell assay, activation; EGFP reporter with mutant IVS2-654 intron; response scale: normalised to 500 nM splice-correcting PNA. Potency, µM (top dose mostly 46.1 µM), without a hit: at the top dose activation, hits mostly activators. 65,000 compounds, 0.06% hits. AID 925; note: potency is the fitted concentration of half-maximal effect; 0% is about no effect
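Compounds were applied for 2 days to HeLa EGFP-654 cells, 500/well in Optimem with 2% FCS. The reporter's EGFP is disrupted by mis-splicing of beta-globin intron IVS2-654. Readout: summed well GFP fluorescence from 488 nm laser scanning; reference was 500 nM antisense […] 654 PNA.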
USP2a inhib: USP2a (human) protease inhibition. AID 927. USP2a enzymatic assay, qHTS inhibition. Potency, µM (doses to about 38.3 µM), without a hit: top-dose activity change, negative = inhibition, usual class: inhibitors. 60,000 compounds, 0.1% hits;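 note: potency is the fitted concentration of half-maximal effect; nearly all actives have a fitted effect of over 60% in size; plate controls were DMSO for no effect and NEM full inhibition control for full effect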
Target sequence (O75604 whole entry, looked up): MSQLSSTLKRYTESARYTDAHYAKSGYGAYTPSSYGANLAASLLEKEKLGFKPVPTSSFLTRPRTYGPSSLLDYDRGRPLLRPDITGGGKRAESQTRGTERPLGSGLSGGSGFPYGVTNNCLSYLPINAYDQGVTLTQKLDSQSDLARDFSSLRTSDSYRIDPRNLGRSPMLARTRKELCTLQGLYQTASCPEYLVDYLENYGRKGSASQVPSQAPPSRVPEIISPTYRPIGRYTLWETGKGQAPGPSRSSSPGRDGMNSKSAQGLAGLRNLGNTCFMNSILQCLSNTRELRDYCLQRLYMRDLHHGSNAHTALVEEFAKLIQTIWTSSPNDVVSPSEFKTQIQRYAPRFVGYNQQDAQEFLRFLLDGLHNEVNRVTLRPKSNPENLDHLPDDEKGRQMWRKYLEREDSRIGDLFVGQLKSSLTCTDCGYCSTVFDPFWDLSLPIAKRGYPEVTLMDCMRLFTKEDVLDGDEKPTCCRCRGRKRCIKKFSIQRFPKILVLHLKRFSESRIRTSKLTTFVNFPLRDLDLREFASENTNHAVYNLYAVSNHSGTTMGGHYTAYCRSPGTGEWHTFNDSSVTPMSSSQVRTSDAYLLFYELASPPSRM
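Inhibition is measured in a cell-free coupled assay with 20 nM USP2 core, 20 nM Ub-PLA2 and 20 uM NBD C6-HPC, 2.5 h incubation. Activity normalized to NEM control.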
CRE-bla Fsk: CRE-bla signaling modulation under forskolin stimulation; Potency, µM (doses to about 38.2 µM), inactives show at the top dose activity change, negative = inhibition, actives largely listed as activators; 71,000 compounds, 2.5% hits; CHO CRE-bla reporter (cAMP response element driving beta-lactamase), forskolin EC10, beta-lactamase ratio; AID 662; active = well fitted activation curve with a large enough effect in the signal ratio, with a control signal flat, not every such curve was filed as active; inconclusive = small, poorly fitted or top-dose-only effect, or effect the other way, or a change in a side signal; the % refers to the signal ratio; note: potency is the fitted concentration of half-maximal effect; % of control where 0% means no effect
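Modulation of forskolin-driven signalling is measured in CHO cells carrying a CRE-controlled beta-lactamase reporter. Cells are stimulated with EC10 NKH 477 in the presence of titrated compound for 3 h at 37 °C, then loaded with CCF4 for 2 h at room temperature.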
DNA Pol III inh: DNA polymerase III holoenzyme inhibition; reconstituted DNA polymerase III holoenzyme replication, biochemical; Potency, µM (top dose mostly 57.1 µM), inactives show at the highest dose activity change, negative = inhibition; 71,000 compounds, 0.25% hits; AID 603; note: potency is the fitted concentration of half-maximal effect; % is set by controls: 0 for no effect and ±100 for the full control effect
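Reconstituted *E. coli* holoenzyme (0.35 nM Pol III, 1 nM beta, 154 nM SSB, 2 nM primase) was preincubated with compound for 15 min at RT. Synthesis on 1.4 nM ssM13Gori ran 35 min, then was stopped with PicoGreen/EDTA and read as dsDNA fluorescence.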
HADH2 inhib: inhibitors of human HADH2 dehydrogenase | 73,000 compounds, 3.4% hits | Q99714 | Potency, µM (highest dose often 57.1 µM), without a hit: at the top dose activity change, negative = inhibition, hits mostly inhibitors | recombinant HADH2, NADH fluorescence, beta-hydroxybutyryl-CoA; note: potency is the fitted concentration of half-maximal effect; % is set by controls: 0 for no effect and ±100 for the full control effect; nearly all actives have a fitted effect of over 60% in size; many of its hits are not listed in these tables
Target sequence (Q99714 whole entry, looked up, one chain of several): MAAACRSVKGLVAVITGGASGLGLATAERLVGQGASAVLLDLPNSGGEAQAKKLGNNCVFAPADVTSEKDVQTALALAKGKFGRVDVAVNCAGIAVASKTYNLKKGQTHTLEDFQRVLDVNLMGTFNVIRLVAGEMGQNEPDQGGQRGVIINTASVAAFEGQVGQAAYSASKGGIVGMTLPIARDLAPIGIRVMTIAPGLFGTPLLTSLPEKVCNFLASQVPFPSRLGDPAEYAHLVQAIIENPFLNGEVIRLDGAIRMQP
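Read-out: 360 nm excitation, 450 nm emission, kinetic over 4 min. Conditions: His-tagged human HADH2 20 nM, pH 9.0 Tris with Tween-20, 1 mM NAD+, 90 uM beta-hydroxybutyryl-CoA.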
Epigenetic mod: epigenetic GFP locus derepression in mouse cells; Potency, µM (titrated, usually from 46.1 µM), for inactives: at the top dose GFP derepression (activation); AID 597; mouse C127i GFP locus derepression, cytometry, 30 h; 68,000 compounds, 0.09% hits; note: % of control where 0% means no effect
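Derepression screen: silenced CMV-GFP reporter in murine C127i cells, 30 h compound incubation at 37 C, washed cells imaged by laser-scanning cytometer to enumerate GFP-expressing objects of 20 to 120 um.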
BRCT PPI red: inhibitors of human BRCA1 BRCT-phosphoprotein interaction (red fluorophore); P38398; BRCT-phosphopeptide binding, red fluorescence polarization; Potency, µM (doses to about 76.9 µM), for the others: at the highest dose activity change, negative = inhibition, usual class: inhibitors; 75,000 compounds, 0.03% hits; note: % is set by controls: 0 for no effect and ±100 for the full control effect
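Rhodamine-labelled pBACH1 10-mer (100 nM) bound to BRCT domain (100 nM) at pH 7.3; compounds incubated 12 min room temperature, polarization read. Free peptide defines full inhibition; unlabelled decapeptide titrated as control.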
Ub-GFP proteasome: proteasome inhibitors stabilizing ubiquitin-GFP reporter. Potency, µM (doses to about 45.9 µM), for the others: top-dose activation (GFP accumulation), actives largely listed as activators. 67,000 tested, under 10 active. Ubiquitin-GFP reporter cells, proteasome inhibition, GFP fluorescence; response scale: untreated = 0%, 10 µM MG-132 = 100%. AID 526; active = well fitted activation curve with a large enough effect, not every such curve was filed as active; inconclusive = small, poorly fitted or top-dose-only effect, or another doubt; inactive = no such curve, though single readings can be large or run the other way; note: potency is the fitted concentration of half-maximal effect
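Proteasome block read as GFP accumulation: ubiquitin(G76V)-GFP U2OS cells exposed to compound (2.9 nM–46 uM) for 4 hr at 37 C. Normalization used untreated cells as 0% and 10 uM MG-132 as 100%; concentration-response curves fitted.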
BRCT inh green: BRCA1 BRCT-phosphoprotein interaction inhibition. 75,000 compounds, 0.05% hits. BRCA1 BRCT-phosphopeptide binding, green fluorescence polarization. P38398. AID 875. Potency, µM (doses to about 76.9 µM), for the others: at the top dose activity change, negative = inhibition, usual class: inhibitors;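 note: potency is the fitted concentration of half-maximal effect; plate controls were peptide without protein for full effect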
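Compounds were incubated for 12 min at room temperature with a complex of 100 nM fluorescein-tagged pBACH1 decapeptide and 250 nM His-tagged BRCT protein. Buffer was phosphate pH 7.3 with EDTA, DTT and Tween 20. Disruption of binding lowers the polarization signal.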
Hsp90 Hop PPI: changes Hsp90-Hop TPR2A binding signal, up or down. Potency, µM (doses to about 57 µM), for inactives: at the top dose activity change, negative = inhibition. AlphaScreen TPR2A-His6 binding biotin-Hsp90 C-terminal peptide. 71,000 compounds, 0.44% hits; active = well fitted curve in either direction with a large enough effect; inconclusive = small, poorly fitted or top-dose-only effect, or another doubt; note: potency is the fitted concentration of half-maximal effect; % is set by controls: 0 for no effect and ±100 for the full control effect; many of its hits are not listed in these tables
ALOX15 inhib: inhibitors of human 15-lipoxygenase (ALOX15) | 74,000 compounds, 1.4% hits | AID 887 | Potency, µM (series often up to 57.1 µM), without a hit: top-dose activity change, negative = inhibition, usual class: inhibitors | purified 15hLO-1, xylenol orange hydroperoxide absorbance | P16050; note: potency is the fitted concentration of half-maximal effect; % is set by controls: 0 for no effect and ±100 for the full control effect; nearly all actives have a fitted effect of over 55% in size
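Compounds were preincubated 15 min at room temperature with 40 nM purified human enzyme (25 mM Hepes pH 7.5, 0.01% Triton X-100); 50 uM arachidonic acid reacted 6 min. Fe-xylenol orange detection, 30 min, absorbance ratio 573/405 nm.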
Active calls of the source: *; i = inactive; ? = inconclusive; nt = not tested or not shown; [ ] = another dose, or the depositor's remark. Unless noted, calls come from the whole dose curve; as a rule, active = well fitted curve in the direction sought with a large enough effect; inconclusive = small, poorly fitted or top-dose-only effect, or another doubt; inactive = no such curve, though single readings can be large; an effect the other way counts as inactive or inconclusive.

mol,HBB splicing,USP2a inhib,CRE-bla Fsk,DNA Pol III inh,HADH2 inhib,Epigenetic mod,BRCT PPI red,Ub-GFP proteasome,BRCT inh green,Hsp90 Hop PPI,ALOX15 inhib
COC(=O)Nc1ccc2c(c1)N(C(=O)CCN1CCN3CCCC3C1)c1ccccc1S2 (configuration not stated),3.5%,5%,-2%,-3%,0%,0%,1.5%,-5%,-0.9%,-7%,-9%
Cc1oc(-c2ccc(Cl)cc2)[n+]([O-])c1C,0.6%[0.369 µM],-7%,18%,-4%,3%,-2%,1.3%,-3%,-0.8%,-1%,-4%
CN(C)S(=O)(=O)c1ccc(S(=O)(=O)N2CCN(CCC#N)CC2)cc1,0.7%,nt,-4%,-1%,-5%,-2%,-0.8%,-9%,-2.0%,-5%,8%
CC(C)C(NC(=O)OC(C)(C)C)C(=O)N1CCCC1C(=O)NC(Cc1ccccc1)C(N)=O (configuration not stated),-0.5%,4%,5%,-2%,14%,2%,0.8%,-8%,-1.0%,3%,-11%
c1ccc(-c2cc(-c3nc(-c4ccccn4)no3)c3ccccc3n2)cc1,0.0%,2%,3.2µM*,-4%,12%,-3%,-1.9%,2%,0.0%,10%,3%
O=c1c(-c2ccc(F)cc2)nc2cnc(N3CCOCC3)nc2n1-c1ccccc1,1.2%,101%[activator],?,-8%,14%,2%[9.22 µM],0.2%,-10%,0.0%,-1%,-13%
CC1(C)CC(=O)c2cnc(NC(=O)C3CCCC3)nc2C1,-1.9%,2%,2%,-1%,-2%,5%,0.9%,-3%,-2.8%,-4%,9%
O=C(O)c1cc(C(=O)O)nc(C(=O)O)c1,0.8%[9.22 µM],nt,6%[7.6 µM],6%[11.4 µM],2%[11.4 µM],-3%[9.22 µM],-0.1%[15.4 µM],-8%[9.17 µM],1.2%[15.4 µM],-4%[11 µM],66%[activator][11.4 µM]
CCOC(=O)c1ccccc1NC(=O)CSc1nccn1C,-2.5%,-8%,15%,0%,10%,1%,-0.1%,10%,-3.2%,-1%,-2%
N#Cc1c(N)oc(-c2ccc3c(c2)OCO3)c1-c1ccc2c(c1)OCO2,0.1%[57.5 µM],25%,?,-4%,20µM*,2%,-0.1%,-2%,1.6%,-7%,25µM*
Cc1cc(CNC(=O)Nc2ccc3c(c2)OCO3)nn1C,0.2%,-11%,-5%,-2%,-1%,2%,-0.8%,4%,1.0%,-2%,-2%
Cc1ccsc1C1NC(=O)c2ccccc2N1 (configuration not stated),0.2%,-2%,0%,-2%,?,1%,-0.2%,-7%,-2.2%,-1%,-9%
COc1ncc2nc(CCc3ccccc3)c(=O)n(-c3ccccc3)c2n1,0.6%,89%[activator],?,2%,-2%,3%[9.22 µM],-0.2%,-2%,-0.5%,1%,-5%
O=C(c1ccc(CNc2c(N3CCOCC3)c(=O)c2=O)cc1)N1CC=C(c2ccccc2)CC1,-0.5%,nt,-16%,1%,7%,-3%,0.6%,-3%,-0.9%,-6%,-6%
COc1ccccc1C(=O)Nc1ccc(N2CCN(S(C)(=O)=O)CC2)cc1,nt,14%,6%,-12%,-11%,4%,0.4%,-3%,-0.9%,-1%,0%
CCOc1ccccc1N1CC(O)=C(c2nc3ccccc3s2)C1=N,-0.4%,28%,-7%,0%,?,0%,0.6%,-4%,-1.4%,-10%,-1%
CC(C)c1cc(NC(=O)C(C)(C)C)cc(C(C)C)c1O,-0.7%,3%,?,-15%,4%,3%,-0.8%,2%,0.8%,-1%,8%
O=C(CCNS(=O)(=O)c1cccc2nsnc12)Nc1ccc2c(c1)OCCO2,-0.9%,10%,-11%,3%,-9%,-2%,1.3%,2%,-2.1%,-2%,0%
O=C(c1csnn1)N1CCC[C@@]2(CCN(c3ccncc3)C2)C1,0.1%,7%,5%,-5%,?,-4%[9.22 µM],-1.0%,-7%,-2.5%,-5%,2%
O=C(C1CCN(S(=O)(=O)c2cccc3cccnc23)CC1)N1CC=C(c2ccccc2)CC1,-1.1%,nt,?,3%,-3%,-5%,-1.2%,-9%,0.9%,-4%,?
Cc1ccc(OCCSc2nnc(-c3ccncc3)n2C)cc1,-1.0%,1%,-7%,0%,11%,-3%,0.3%,5%,-1.8%,-7%,-3%
Cc1ccc(NC(=O)c2oc3c(c2C)C(=O)CC(C)(C)C3)cc1,1.5%,11%,6%,7%,-9%,0%,-2.2%,-2%,2.4%,1%,-9%
COc1ccccc1Oc1c(C)oc2cc(OC(=O)c3ccco3)ccc2c1=O,4.6%,0%,-7%,-2%,i,2%,1.8%,1%,0.8%,-5%,-2%
COc1ccc(Cn2c(C3CC3)nc3ccc(NC(=O)C4CC4)cc3c2=O)cc1,-0.2%[57.5 µM],28%,?,-10%,-11%,1%,-1.0%,3%,3.5%,5%,-7%
CCOC(=O)N1CCN(C(=O)C2CCN(S(=O)(=O)c3cc(Cl)ccc3Cl)CC2)CC1,0.8%,14%,-10%,5%,10%,-2%,-0.2%,-2%,0.1%,-4%,2%

Reprinted from the part before: 2 entries, followed by the next part.
mol,HBB splicing,USP2a inhib,CRE-bla Fsk,DNA Pol III inh,HADH2 inhib,Epigenetic mod,BRCT PPI red,Ub-GFP proteasome,BRCT inh green,Hsp90 Hop PPI,ALOX15 inhib
COc1ccc(Cn2c(C3CC3)nc3ccc(NC(=O)C4CC4)cc3c2=O)cc1,-0.2%[57.5 µM],28%,?,-10%,-11%,1%,-1.0%,3%,3.5%,5%,-7%
CCOC(=O)N1CCN(C(=O)C2CCN(S(=O)(=O)c3cc(Cl)ccc3Cl)CC2)CC1,0.8%,14%,-10%,5%,10%,-2%,-0.2%,-2%,0.1%,-4%,2%
CCOC(=O)N1CCN(S(=O)(=O)c2ccc(OC)c(Cl)c2Cl)CC1,1.1%,6%,9%,-2%,9%,0%,-2.0%,2%,0.8%,-3%,-6%
CCOc1ccc(NS(=O)(=O)c2ccc3c(c2)CCN3C(=O)CCC(=O)O)cc1,0.5%,-9%,?,-5%,6%,2%,0.8%,-12%,-1.4%,-2%,7%
Cc1cc(=O)n2nc(N3CCC(C(=O)N4CCN(C)CC4)CC3)sc2n1,-1.1%,-7%,5%,-4%,0%,-1%,-0.8%,-10%,-0.7%,1%,4%
Cc1ccc(CN2CCSc3ccc(C(=O)N4CCN(c5ncccn5)CC4)cc32)cc1,-1.2%,19%,?,-3%,?,1%,-1.1%,-8%,-7.6%,2%,-25%
CCc1nnc(NC(=O)CSc2nnc(COc3ccccc3)n2-c2ccc(C)cc2)s1,nt,55%[activator],-3%,-4%,0%,-1%,-0.3%,3%,-0.8%,-3%,4%
Cc1cc(=O)n2nc(N3CCCC(C(=O)N4CCN(C)CC4)C3)sc2n1 (configuration not stated),-1.3%,-6%,?,-2%,-2%,-1%,-1.3%,-1%,-7.2%,-9%,0%
CCCCn1c(N)c(N(CCOC)C(=O)CSc2nc3ccc(C)cc3[nH]2)c(=O)[nH]c1=O,-1.0%,9%,25%,-15%,7%,2%,0.6%,-2%,-0.6%,-8%,-3%
O=C1CNCCCN2CCN(CCCNCC(=O)Nc3ccc(cc3)S(=O)(=O)c3ccc(cc3)NC(=O)CNCCCN3CCN(CCCNCC(=O)Nc4ccc(cc4)S(=O)(=O)c4ccc(cc4)N1)CC3)CC2,0.1%[9.22 µM],nt,-4%[7.6 µM],-2%[11.4 µM],5%[11.4 µM],0%[9.22 µM],nt,-3%[9.17 µM],nt,-12%[11 µM],nt
C=CCn1c(SCC(=O)N(CC)CC)nc(O)cc1=O,0.8%[0.0738 µM],20%[7.66 µM],?,-2%[11.4 µM],14%[11.4 µM],-2%,-0.3%,14%[9.17 µM],0.5%,-8%[11 µM],6%[11.4 µM]
CCCn1c(C2CC(=O)N(c3cc(OC)ccc3OC)C2)nc2ccccc21 (configuration not stated),1.4%,nt,8%,-6%,-7%,nt,0.7%,-11%,0.7%,-2%,-4%
COc1ccc(-c2nnc(-c3ccc(N(C)C)cc3)o2)cc1,1.5%,0%,-5%,-2%,7.9µM*,6%,0.0%,3%,0.8%,2%,0%

Some of the compounds tested; the hit share may differ from the screen's.
